Giardia kill: Giardia lamblia killing; Giardia lamblia trophozoite viability; activity change, % at 7.66 µM, hits read low; 0.15% of 340,000 active; AID 540267; in the data active = activity change below about -80%; inconclusive = between about -30% and that limit;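 note: parasites exposed to compound for two days anaerobically before the ATP read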
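ATP-content bioluminescence gauges trophozoite survival. Cells (100/well) receive compound and incubate anaerobically for 48 hrs at 37 deg C; detection reagent follows for 15-30 min at room temperature.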
uPA surface inh: cell surface uPA generation inhibition. cell surface uPA generation assay, qHTS. 0.31% of 330,000 active. Potency, µM (top dose mostly 38.3 µM), without a hit: top-dose activity change, negative = inhibition, actives largely listed as inhibitors; active = well fitted inhibition curve with a large enough effect; inconclusive = small, poorly fitted or top-dose-only effect; inactive = no such curve, though single readings can be large or run the other way; tested in mouse RAW 264.7 cells; note: potency is the fitted concentration of half-maximal effect; nearly all actives have a fitted effect of over 55% in size
Chronic BCR inh: blocks chronic active B-cell receptor signaling; ABC-DLBCL IkBa-CBG/CBR reporter, luminescence ratio, 4 h; Potency, µM (titrated, usually from 46.1 µM), inactives show at the highest dose ratio change, negative = lower green/red ratio, hits mostly inhibitors; 0.05% of 340,000 active; AID 493014; active = well fitted inhibition curve with a large enough effect in the signal ratio, with a control signal flat, not every such curve was filed as active; inconclusive = small, poorly fitted or top-dose-only effect, or effect the other way, or a change in a side signal; the % refers to the signal ratio;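 note: potency is the fitted concentration of half-maximal effect; plate controls were basal doxycycline-induced cells for no effect and cells given 10 µM MG132 for full effect; MG132 reads +100%, hits lower the ratio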
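Concentration-response series (up to 46 uM) were applied to TMD8 dual-reporter cells for 4 h at 37C with doxycycline. Green/red ratio, after filter-overlap correction, defined %Activity; red signal alone was normalised to basal cells and zero luminescence.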
Eya2 phos inh: inhibitors of human Eya2 phosphatase activity; 0.006% of 330,000 active; Potency, µM (top dose mostly 76.9 µM), for the others: at the top dose activity, negative = inhibition, actives largely listed as inhibitors; O00167; recombinant Eya2, OMFP fluorescence dephosphorylation (OMFP is methylfluorescein phosphate); note: potency is the fitted concentration of half-maximal effect
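Eya2 protein (added as 0.2 uM solution) was preincubated with compound for 10 min at ambient temperature in 50 mM HEPES pH 7.5, 50 mM NaCl, 5 uM MgCl2, 0.05% BSA, 1 mM DTT. OMFP (added at 50 uM) then reacted 10 min; fluorescence read at 485/525 nm.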
FBPA coupling cs: counter-screen for Giardia aldolase inhibitors: coupling enzyme system; coupling enzyme system counterscreen, AmpLite Red fluorescence; activity change, negative = inhibition, % at 58.2 µM, hits read low; 0.67% of 290,000 active; AID 2472; in the data active = activity change below about -30%
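Final compound at 57.5 uM, incubated 10 min at RT with coupling enzyme reagent (glyceraldehyde-3-phosphate), then 20 min with substrate and AmpLite Red detection. Fluorescence read at 525/598 nm; tests interference with the coupling assay, not aldolase inhibition.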
B2AR arrestin: agonists driving beta-arrestin recruitment to human beta2-adrenergic receptor; Potency, µM (titrated, usually from 46.1 µM), without a hit: at the top dose activation, actives largely listed as activators; P07550; beta-arrestin recruitment to beta2AR, cell-based reporter; 0.02% of 330,000 active;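 note: potency is the fitted concentration of half-maximal effect; 0% = DMSO controls and full agonism = EC100 isoproterenol or metaproterenol; nearly all actives have a fitted effect of over 65% in size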
Target sequence (P07550 whole entry, looked up): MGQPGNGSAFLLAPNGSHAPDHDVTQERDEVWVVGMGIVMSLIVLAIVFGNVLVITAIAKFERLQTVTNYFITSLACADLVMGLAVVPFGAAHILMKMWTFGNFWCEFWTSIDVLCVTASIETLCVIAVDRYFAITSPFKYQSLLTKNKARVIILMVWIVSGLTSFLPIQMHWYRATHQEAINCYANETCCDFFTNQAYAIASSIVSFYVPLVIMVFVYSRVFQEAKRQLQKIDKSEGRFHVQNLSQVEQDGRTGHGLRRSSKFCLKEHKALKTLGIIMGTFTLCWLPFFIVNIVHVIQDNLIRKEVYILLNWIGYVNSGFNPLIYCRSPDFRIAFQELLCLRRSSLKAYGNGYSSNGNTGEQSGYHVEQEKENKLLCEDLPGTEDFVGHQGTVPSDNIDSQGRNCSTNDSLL
USP2a inh: inhibitors of human ubiquitin-specific protease USP2a. Potency, µM (titrated, usually from 38.3 µM), for the others: at the top dose activity change, negative = inhibition, most hits filed as inhibitors. AID 463254. USP2 core, Ub-CHOP2 coupled fluorogenic reporter, 485/531. 0.01% of 330,000 active. O75604;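 note: potency is the fitted concentration of half-maximal effect; plate controls were DMSO wells for no effect and full inhibition by NEM control for full effect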
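Cell-free coupled assay: 10nM USP2 core preincubated 30min RT with compound in Tris-HCl pH 8.0/CaCl2/CHAPS buffer, then 25nM Ub-CHOP2 and 25nM reporter substrate; fluorescence (Ex 485/Em 531) read after 60min RT, normalized to NEM inhibition, concentration-response curves fitted.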
KCNH2 WT inh: KCNH2 (human, wildtype) channel inhibition | Q12809 | U2OS, BacMam KCNH2, thallium flux FluxOr; hits give low values | activity change, % at 1.84 µM | 0.37% of 340,000 active;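 active = maximum activity change below -70%; inconclusive = maximum activity change between -70% and -50%; inactive = maximum activity change above -50%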
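U2OS cells were transduced with wild-type KCNH2 virus (2.03 x 10^8 / mL) for 4 h at room temperature, then cultured overnight at 37 C. Thallium flux was read with FluxOr dye. Rate constants were normalized to DMSO controls.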
PKM2 act: PKM2 (human) enzyme activation. P14618. purified PKM2, Kinase-Glo ATP luminescence, activation; response scale: 0% is enzyme alone, no compound. Potency, µM (top dose mostly 57.5 µM), for the others: at the top dose activation, actives largely listed as activators. 0.34% of 260,000 active; note: potency is the fitted concentration of half-maximal effect; nearly all actives have a fitted effect of over 55% in size
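Kinase-Glo luminescence reports ATP generated from ADP (0.1 mM) and PEP (0.5 mM) by purified hPK-M2 after 1 h at room temperature, pH 7.2 imidazole buffer; intermediate enzyme activity allows detecting inhibitors and activators.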
GALK inh: galactokinase (human) inhibition; Purified GALK, Kinase-Glo residual ATP luminescence; Potency, µM (highest dose often 57.5 µM), inactives show at the highest dose activity change, negative = inhibition, most hits filed as inhibitors; 0.007% of 270,000 active; AID 1868; note: potency is the fitted concentration of half-maximal effect
Target sequence (P51570 whole entry, looked up): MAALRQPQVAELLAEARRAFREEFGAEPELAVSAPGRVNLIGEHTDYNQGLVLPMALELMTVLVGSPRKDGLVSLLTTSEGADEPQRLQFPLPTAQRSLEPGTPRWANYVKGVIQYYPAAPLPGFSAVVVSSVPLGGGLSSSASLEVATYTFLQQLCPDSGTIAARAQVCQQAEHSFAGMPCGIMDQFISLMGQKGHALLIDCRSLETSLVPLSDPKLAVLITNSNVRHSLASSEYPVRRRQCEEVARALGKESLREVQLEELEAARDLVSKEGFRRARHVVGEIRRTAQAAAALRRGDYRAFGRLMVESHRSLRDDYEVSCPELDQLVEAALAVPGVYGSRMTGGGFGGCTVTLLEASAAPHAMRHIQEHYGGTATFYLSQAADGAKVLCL
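Galactose (100 uM) and ATP (35 uM) were turned over by 5 nM GALK for 1 h at RT. Kinase-Glo Plus then converted the remaining ATP into a luminescent signal.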
KCNH2 3.1 block: inhibitors of human KCNH2 3.1 potassium channel isoform; U2OS KCNH2 3.1, thallium flux FluxOr; hits give low values; activity change, % (tested at about 1.8 µM); 0.95% of 340,000 active;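 active = maximum activity change below -70%; inconclusive = maximum activity change from -70% to -50%; inactive = maximum activity change above -50%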;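 note: thallium influx rate constant from kinetic fluorescence after stimulation buffer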
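Steps: virus added to U2OS suspension (4 h, RT, dark); medium with 10% FBS added, cells plated, 37 C overnight; FluxOr/Red40 loading buffer 45 min RT; stimulation buffer, 2 min kinetic read; rate constant normalized.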
* = called active by the depositor; ? = inconclusive; nt = no result given. Unless noted, calls come from the whole dose curve; as a rule, active = well fitted curve in the direction sought with a large enough effect; inconclusive = small, poorly fitted or top-dose-only effect, or another doubt; inactive = no such curve, though single readings can be large; an effect the other way counts as inactive or inconclusive. Unless noted, % is set by controls: 0 for no effect and ±100 for the full control effect. Outcome played no part in choosing rows; overall some 2.4% were active at least once.

SMILES	Giardia kill	uPA surface inh	Chronic BCR inh	Eya2 phos inh	FBPA coupling cs	B2AR arrestin	USP2a inh	KCNH2 WT inh	PKM2 act	GALK inh	KCNH2 3.1 block
CCCCCn1c(SCCc2ccccc2)nc2c1c(=O)[nH]c(=O)n2C	-4	-1%	0%	-9%	4	0.5%	0%	8	-5%	1%	-11
O=C(N/N=C/c1ccccc1)c1ccc(NC(=O)c2ccc(F)cc2)cc1	11	-1%	0%	-10%	2	-0.2%	-3%	-1	4%	-2%	-13
Cc1ccc(-c2noc(CCC(=O)NCc3ccco3)n2)cc1	7	-6%	?	-31%	5	0.1%	1%	-7	2%	0%	4
CCCN(CC(=O)Nc1ccc(F)c(F)c1F)C(=O)c1ccc(N2CCCC2=O)cc1	-1	7%	2%	7%	nt	-0.1%	-3%	-10	nt	nt	18
C#CCN1C(=O)S/C(=C\c2ccc(-c3ccc(C(=O)O)cc3C)o2)C1=O	1	0%	?	6%	0	-0.7%	1%	?	4%	-3%	-17
CCOc1cc(/C=C2\C(=O)N(Cc3ccc(C)cc3)C(C)=C2C(=O)OC)ccc1O	-11	-11%	-8%	15%	-11	1.6%	4%	5	12%	nt	-7
O=C(CSc1ccc2nnc(-c3ccc(Cl)cc3)n2n1)N1CCc2ccccc21	-3	1%	?	-29%	4	-0.3%	0%	-2	2%	-4%	5
CCCCNC(=O)CCC(=O)Nc1ncc(-c2ccc(C)cc2)n1C	-8	1%	2%	2%	2	-1.2%	1%	13	0%	4%	-6
CC(C)=C1C2C=CC1C1C(=O)N(c3ccc4c(c3)OCO4)C(=O)C21 (stereo unspecified)	0	0%	1%	2%	-8	0.0%	-1%	2	?	0%	-2
Cc1ccc2c(C)c(C(=O)N3CCN(c4cnccn4)CC3)oc2c1C	8	-8%	-16%	2%	-2	-0.5%	3%	9	-2%	0%	-5
Cc1[nH]n(-c2ccc([N+](=O)[O-])cc2)c(=O)c1C=NCC1CCCO1 (stereo unspecified)	7	2%	-6%	6%	0	0.4%	1%	-21	-17%	13%	24
CO[C@H]1O[C@H](C)[C@@H](O)C[C@H]1NC(=O)OCc1ccccc1	-8	4%	-10%	3%	1	-0.6%	4%	1	0%	-4%	3
O=C(O)COc1ccc2c(c1)O/C(=C\c1cccs1)C2=O	6	-3%	-2%	1%	10	-0.5%	2%	-16	-9%	nt	-10
Cc1cccc(NC(=O)Nc2ccc3c(c2)N(C)C(=O)CS3)n1	3	5%	?	6%	-4	-1.0%	1%	-10	-18%	0%	4
Cc1ccc(S(=O)(=O)N(C)C[C@@H]2Oc3ccc(NC(=O)Cn4cnnn4)cc3C(=O)N([C@@H](C)CO)C[C@H]2C)cc1	-7	2%	3%	-11%	nt	-0.2%	3%	1	nt	nt	8
CCc1ccc(C(=O)COC(=O)C(Cc2ccccc2)NC(=O)c2ccc(Cl)cc2)cc1 (stereo unspecified)	7	7%	-8%	-2%	0	0.2%	-4%	-11	-8%	-2%	-40
COC(=O)c1cn[nH]c1N	5	5%	9%	-30%	-1	-1.8%	2%	-10	-2%	-1%	-2
CCn1c(COc2ccc(Cl)cc2)nnc1SCC(=O)Nc1ccc2c(c1)OCO2	-5	1%	-1%	15%	0	-0.1%	-2%	-15	3%	-1%	-7
COc1cccc2c1OCC(CN1CCN(CCC(C)C)C(CCO)C1)=C2 (stereo unspecified)	7	-3%	1%	1%	-1	0.0%	0%	23	2%	-2%	-23
COc1ccc(/C=C/C(=O)OCC(=O)c2ccc(S(=O)(=O)N3CCCCC3)cc2)cc1OC	-4	-1%	-1%	-15%	nt	0.0%	0%	4	nt	nt	-8
CC(NCCC1(C(C)C)CCOC(C)(C)C1)c1cccs1 (stereo unspecified)	14	-2%	0%	1%	0	2.9%	1%	-1	1%	-2%	-2
O=C1CN(C(=O)COC(=O)c2cccc(OCc3ccccc3)c2)c2ccccc2N1	4	-3%	?	-8%	-1	0.4%	1%	-6	-8%	1%	2
Nc1ccccc1-c1nnn(CC(=O)N2CCCc3ccccc32)n1	18	1%	-14%	-13%	1	-0.4%	-1%	-10	19%	2%	-13
CC1(C)C(=O)N(c2ccccc2Cl)C(=O)c2ccccc21	-5	-1%	-2%	18%	-2	-0.9%	2%	-5	-2%	8%	0
COc1ccc2oc(C(=O)N3CCN(C(c4ccccc4)c4ccccc4)CC3)c(C)c2c1	5	-2%	?	-26%	nt	0.3%	1%	-3	nt	nt	9
O=C(NNS(=O)(=O)c1ccc(F)cc1)c1ccc([N+](=O)[O-])cc1	8	-3%	?	4%	-1	-0.1%	7%	10	nt	4%	-3
COc1ccc(NC(=O)CN(C)C2=NS(=O)(=O)c3ccccc32)cc1Cl	-4	3%	3%	5%	nt	-0.4%	-8%	0	nt	nt	9
COc1ccc(OCC(=O)N2CCN(C(=O)c3ccccc3)CC2)cc1	-5	2%	-4%	16%	8	-0.4%	1%	1	-10%	-1%	-15
COc1ccc(Br)cc1S(=O)(=O)Nc1ncccc1C	9	12%	-8%	5%	-10	-0.5%	-6%	nt	6.3µM*	6%	-5
CCOC(=O)c1ccccc1NC(=O)CN(c1cccc(OC)c1)S(C)(=O)=O	-5	-5%	-21%	-5%	-5	-1.3%	-6%	-8	3%	2%	15
COCCCNC(=O)CN(c1ccc(F)cc1)S(=O)(=O)c1ccc2c(c1)OCCO2	2	0%	-2%	2%	3	-0.4%	0%	-2	-3%	5%	5
O=C(NCCCN1CCCC1=O)c1ccc(S(=O)(=O)Nc2ccccc2)cc1	20	9%	-22%	11%	nt	-0.1%	0%	24	nt	nt	-13
NC(=O)C1CCN(C(=O)Cc2ccsc2)CC1	3	0%	-4%	-13%	nt	-0.1%	3%	0	4%	-7%	-13
Cc1cc(NC(=O)CSCC(=O)Nc2nc3ccccc3s2)no1	-1	-1%	-1%	-3%	nt	0.2%	2%	7	nt	nt	-3
COc1ccc(C(=O)Nc2ccc3c(c2)C(=O)NC3=O)cc1	8	11%	?	2%	0	-0.1%	-1%	-15	-5%	nt	6
C=CCN(CC=C)S(=O)(=O)c1ccc(C(=O)Nc2sc3c(c2C(N)=O)CCCCC3)cc1	1	0%	-15%	-7%	3	-0.1%	12%	-8	-5%	-2%	-13
Cc1cc(S(=O)(=O)N2CCCC(C(=O)Nc3ccc(C(=O)O)cc3)C2)ccc1Cl (stereo unspecified)	3	-6%	-4%	2%	6	-0.9%	0%	8	2%	-2%	-26
O=C(COC(=O)CCNS(=O)(=O)c1cccc(C(F)(F)F)c1)NC(=O)NC1CCCCC1	-27	nt	-22%	2%	-2	-0.6%	4%	20	-1%	-3%	19
O=C1N/C(=N\N=C\c2cccs2)SC1Cc1cccc(Cl)c1 (stereo unspecified)	-22	-11%	?	-1%	3	3.4%	-4%	28	-5%	nt	10
CCCCN(C(=O)C(C)N1C(=O)c2ccccc2C1=O)c1c(N)n(CCCC)c(=O)[nH]c1=O (stereo unspecified)	17	-2%	3%	-1%	nt	0.1%	0%	-5	nt	nt	-5
CC1CCCN(C(=O)CSc2n[nH]c(-c3cccs3)n2)C1 (stereo unspecified)	-7	-4%	-5%	5%	nt	-0.3%	-1%	2	nt	nt	1
O=C(Nc1ccc(F)c(F)c1)C1CCN(S(=O)(=O)c2cccs2)CC1	-9	-4%	-4%	-1%	nt	-2.1%	-3%	4	nt	nt	-13
CC(C)(C)OC(=O)C[C@@H]1C/C=C\C[C@@H](CC(=O)NCCO)C(=O)NC[C@@H](c2ccccc2)OC1=O	-19	1%	2%	4%	nt	-0.1%	5%	4	nt	nt	-2
O=[N+]([O-])c1cnn(-c2nc(-c3ccco3)cc(C(F)(F)F)n2)c1	10	0%	-1%	6%	-1	-0.1%	1%	-6	1%	-1%	12
Cc1nc2cc(C(=O)N3CCc4ccccc43)ccc2n1-c1ccc(F)c(F)c1	19	3%	-8%	-2%	-2	-0.5%	-5%	3	-5%	0%	-13
O=C(Nc1cccc(S(=O)(=O)N2CCCCC2)c1)c1c2c(nc3ccccc13)CCN(Cc1ccccc1)C2	1	-3%	-4%	-1%	-2	3.0%	-2%	-7	-1%	-3%	-28
COc1ccc(CNC(=O)Cc2cn(C)c3ccccc23)c(OC)c1	-12	-3%	?	-6%	-21	0.1%	1%	-5	nt	1%	0
COC(=O)c1ccc(NC(=O)CN2CCN(c3ccc(Cl)cc3)CC2)cc1	10	-1%	10%	3%	1	-0.2%	-1%	7	-19%	2%	0

Compound activity as filed in PubChem.
